p53 reactivator: mutant p53 re-activation in reporter cells; actives 0.063% (n = 320,000); Potency, µM (top dose mostly 92.2 µM), without a hit: top-dose activity change, positive = activation, usual class: activators; H1299 p53-A138V BP100-luciferase reporter, luminescence, 24 h; note: potency is the fitted concentration of half-maximal effect; % of control where 0% means no effect; nearly all actives have a fitted effect of over 45% in size
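H1299 (p53-null), stable ts p53-A138V + BP100-Luc; 1000 cells/well, Opti-MEM/10% FBS; cpd 4 pt, 1:5; 24 h, 37 deg C, 5% CO2; detection reagent 10 min RT; luminescence.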
BRCA1 expr act: activators of BRCA1 expression; MCF7-BRCA1-FFLuc reporter, luminescence, 48 h; response scale: scaled: vehicle 0%, 10 µM genistein 100%; Potency, µM (series often up to 46.1 µM), inactives show at the highest dose activation, actives largely listed as activators; actives 1.1% (n = 380,000); AID 624202; note: potency is the fitted concentration of half-maximal effect; nearly all actives have a fitted effect of over 80% in size; some results filed as inactive show a strong effect at the top dose
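MCF7-BRCA1-FFLuc, 2000 cells/well; 2 h attach, 37 °C/5% CO2; compound 48 h; luciferase substrate 15 min; luminescence end-point. Norm. to genistein 10 microM max activation and DMSO; concentration-response curves fitted.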
Eya2 inh: blocks the phosphatase activity of human Eya2 | O00167 | recombinant Eya2, OMFP fluorescence dephosphorylation (OMFP is methylfluorescein phosphate) | Potency, µM (titrated, usually from 76.9 µM), inactives show at the top dose activity, negative = inhibition, hits mostly inhibitors | actives 0.006% (n = 330,000) | AID 488837; note: potency is the fitted concentration of half-maximal effect; % is set by controls: 0 for no effect and ±100 for the full control effect
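Eya2 protein (added as 0.2 uM solution) was preincubated with compound for 10 min at ambient temperature in 50 mM HEPES pH 7.5, 50 mM NaCl, 5 uM MgCl2, 0.05% BSA, 1 mM DTT. OMFP (added at 50 uM) then reacted 10 min; fluorescence read at 485/525 nm.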
uPA surface inh: blocks generation of uPA at the cell surface; cell surface uPA generation assay, qHTS; Potency, µM (series often up to 38.3 µM), without a hit: at the highest dose activity change, negative = inhibition, usual class: inhibitors; actives 0.31% (n = 330,000); active = well fitted inhibition curve with a large enough effect; inconclusive = small, poorly fitted or top-dose-only effect; inactive = no such curve, though single readings can be large or run the other way; tested in mouse RAW 264.7 cells; note: potency is the fitted concentration of half-maximal effect; % is set by controls: 0 for no effect and ±100 for the full control effect; nearly all actives have a fitted effect of over 55% in size
B2AR arrestin: beta2AR (human) beta-arrestin recruitment activity; P07550; beta-arrestin recruitment to beta2AR, cell-based reporter; Potency, µM (titrated, usually from 46.1 µM), for inactives: at the top dose activation, actives largely listed as activators; actives 0.02% (n = 330,000); AID 492947;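 note: potency is the fitted concentration of half-maximal effect; 0% = DMSO controls and full agonism = EC100 isoproterenol or metaproterenol; nearly all actives have a fitted effect of over 65% in size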
Target sequence (P07550 whole entry, looked up): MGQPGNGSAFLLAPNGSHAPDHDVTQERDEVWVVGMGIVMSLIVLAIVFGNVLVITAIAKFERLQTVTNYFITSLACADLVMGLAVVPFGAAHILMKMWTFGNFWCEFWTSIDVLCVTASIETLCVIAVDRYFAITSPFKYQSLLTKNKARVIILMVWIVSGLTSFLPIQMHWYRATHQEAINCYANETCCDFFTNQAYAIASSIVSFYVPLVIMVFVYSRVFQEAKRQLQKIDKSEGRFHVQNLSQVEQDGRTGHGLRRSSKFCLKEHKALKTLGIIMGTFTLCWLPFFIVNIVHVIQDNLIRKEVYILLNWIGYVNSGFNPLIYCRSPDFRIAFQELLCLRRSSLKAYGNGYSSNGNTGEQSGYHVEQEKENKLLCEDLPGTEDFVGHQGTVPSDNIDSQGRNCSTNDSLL
S-ASM inh: inhibitors of human secretory acid sphingomyelinase; P17405; placental ASM, HMU-PC fluorogenic substrate, 60 min; Potency, µM (titrated, usually from 57.5 µM), for the others: top-dose activity change, negative = inhibition, actives largely listed as inhibitors; actives 0.006% (n = 340,000); AID 504937; note: potency is the fitted concentration of half-maximal effect
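Human placenta-derived ASM enzyme was preincubated with compound for 10 minutes at room temperature, then given fluorogenic substrate HMU-PC0 (9 uM final) for 60 minutes at 37 °C; a pH 10 stop preceded fluorescence reading at Ex 386/Em 447 nm.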
a7 integrin act: activators of alpha7 integrin expression for muscular dystrophy; alpha7betagal myoblasts, beta-gal FDG fluorescence, 48 h; Potency, µM (series often up to 38.3 µM), without a hit: at the top dose activation, hits mostly activators; actives 0.064% (n = 350,000);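 note: potency is the fitted concentration of half-maximal effect; 100% = response of the positive control SU9516; nearly all actives have a fitted effect of over 60% in size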
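Alpha7betagal+/- myoblasts (passage 13) were plated 16-24 hr, then exposed to compounds (1:260 dilution of DMSO stock) for 48 hours at 37C. After MPER lysis, β-galactosidase reporter activity was read as FDG fluorescence (ex 480/em 540) after 30 minutes.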
TRPV1 ag: agonists of human vanilloid receptor 1 (TRPV1); activation, % at 8.33 µM; AID 540275; TRPV1-expressing cells, Fluo-8 calcium influx, agonist mode; actives 0.19% (n = 320,000); in the data active = activation above about 80%; inconclusive = between about 30% and that limit; note: 0% is about no effect
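TRPV1-expressing cells were cultured overnight at 35.5C and loaded with Fluo-8 calcium dye for 40 to 90 min at room temperature. After a 10 s baseline, compound was added and calcium influx was read kinetically for 3 min (ex 480/em 520 nm).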
ELG1 genotoxic: induces genotoxicity in HEK293T cells with luciferase-tagged ELG1; HEK293T ELG1-luciferase reporter, luminescence, 16 h; Potency, µM (top dose mostly 46 µM), for inactives: top-dose activity change, positive = activation, usual class: activators; actives 1.3% (n = 330,000); AID 504466; note: potency is the fitted concentration of half-maximal effect; % of control where 0% means no effect; nearly all actives have a fitted effect of over 60% in size
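DMSO vehicle served as control against compound-treated ELG1-luciferase HEK293T cells; exposure lasted 16 hr at 37 °C and 5% CO2, followed by ONE-Glo luminescence detection after 30 min.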
PTAP TSG101 blk: blocks PTAP/TSG101 interaction to inhibit HIV-1 budding | Fluorescence polarization, FITC-PTAP peptide / Tsg101 binding | 340,000 tested, under 10 active | Potency, µM (highest dose often 115 µM), for the others: at the highest dose activity change, negative = inhibition, usual class: inhibitors | Q99816; active = well fitted inhibition curve with a large enough effect in the main read-out, with a control signal flat, not every such curve was filed as active; inconclusive = small, poorly fitted or top-dose-only effect, or effect the other way, or a change in a side signal; inactive = no such curve, though single readings can be large or run the other way; note: potency is the fitted concentration of half-maximal effect; % of control where 0% means no effect
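FP read-out: FITC-PTAP peptide, 50 nM final, binding Tsg101 binding domain, 10 uM final; 20 min, r.t.; 10 mM HEPES pH 7.5, 0.15 M NaCl, 0.01% Tween 20, 3 mM EDTA, 0.1 mM TCEP.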
USP2a inh: inhibitors of human ubiquitin-specific protease USP2a; USP2 core, Ub-CHOP2 coupled fluorogenic reporter, 485/531; Potency, µM (doses to about 38.3 µM), without a hit: top-dose activity change, negative = inhibition, most hits filed as inhibitors; actives 0.01% (n = 330,000); AID 463254;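 note: potency is the fitted concentration of half-maximal effect; plate controls were DMSO wells for no effect and full inhibition by NEM control for full effect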
Target sequence (O75604 whole entry, looked up): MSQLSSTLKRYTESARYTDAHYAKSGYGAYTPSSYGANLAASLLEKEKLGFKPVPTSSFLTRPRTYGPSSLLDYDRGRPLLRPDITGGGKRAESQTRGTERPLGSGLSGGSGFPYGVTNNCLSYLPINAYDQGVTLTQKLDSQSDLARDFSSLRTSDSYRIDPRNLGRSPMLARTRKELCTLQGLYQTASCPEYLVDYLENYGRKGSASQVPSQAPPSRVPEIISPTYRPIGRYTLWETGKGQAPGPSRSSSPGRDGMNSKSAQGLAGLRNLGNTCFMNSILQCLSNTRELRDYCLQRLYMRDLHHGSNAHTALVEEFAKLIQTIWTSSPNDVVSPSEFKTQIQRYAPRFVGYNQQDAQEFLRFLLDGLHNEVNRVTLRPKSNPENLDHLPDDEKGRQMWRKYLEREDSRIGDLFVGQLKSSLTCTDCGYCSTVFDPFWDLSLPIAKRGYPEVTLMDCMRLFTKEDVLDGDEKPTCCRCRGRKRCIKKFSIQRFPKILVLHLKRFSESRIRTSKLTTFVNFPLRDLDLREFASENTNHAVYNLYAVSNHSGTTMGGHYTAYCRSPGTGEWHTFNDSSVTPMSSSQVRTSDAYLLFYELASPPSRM
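USP2 core (10nM final) preincubated 30min RT with compound in 20mM Tris-HCl pH 8.0, 2mM CaCl2, 2mM beta-mercaptoethanol, 0.05% CHAPS; 25nM Ub-CHOP2 plus 25nM reporter substrate added, fluorescence (Ex485/Em531) read after 60min.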
* marks the source's active call; other numbers are inactive results; ? = inconclusive; / = not tested or not shown; [ ] = dose if it differs, or a comment. Unless noted, calls come from the whole dose curve; as a rule, active = well fitted curve in the direction sought with a large enough effect; inconclusive = small, poorly fitted or top-dose-only effect, or another doubt; inactive = no such curve, though single readings can be large; an effect the other way counts as inactive or inconclusive.

Each structure is followed by: p53 reactivator	BRCA1 expr act	Eya2 inh	uPA surface inh	B2AR arrestin	S-ASM inh	a7 integrin act	TRPV1 ag	ELG1 genotoxic	PTAP TSG101 blk	USP2a inh
> CCCc1nc2cc(Cl)c([N+](=O)[O-])cc2o1
 : 1%	-1%	4%	0%	-0.9%	-2%	17%	-10	-1%	1%	1%
> Cc1nc(SCC#N)c2c3c(sc2n1)CCC3
 : 0%	6%	1%	-3%	-0.4%	-1%	0%	16	12%	-1%	0%
> OCCC1CN(Cc2ccc(F)cc2Cl)CCN1CCc1ccccc1 (configuration not stated)
 : 6%	-15%	-18%	-4%	-0.7%	1%	7%	4	-2%	-5%	2%
> CC(=O)c1cccc(NC(=O)COC(=O)[C@@H](NC(=O)OCc2ccccc2)C(C)C)c1
 : -8%	2%	5%	1%	-0.3%	-1%	-7%	11	3%	-5%	4%
> CC(C)(C)NC(=O)COC(=O)CCC(=O)c1cccs1
 : 1%	0%	13%	5%	0.1%	4%	-12%	2	1%	-1%	10%
> COc1ccc(C)cc1N(CC(=O)NCCN1CCOCC1)S(=O)(=O)c1ccccc1
 : 4%	-1%	15%	-2%	-0.2%	/	-25%	2	1%	-7%	2%
> C=CCNC(=O)C(C)Sc1ccc(Cl)cc1 (configuration not stated)
 : 3%	12%	-5%	-8%	0.3%	0%	1%	-1	1%	0%	1%
> O=[N+]([O-])c1ccc(CN2CCSCC2)cc1
 : 1%	0%	6%	-5%	0.1%	2%	4%	0	-3%	-3%	8%
> CCN(CC)C(=O)CN(c1cccc(OC)c1)S(=O)(=O)c1ccc(C)cc1
 : -2%	4%	-20%	1%	15%	3%	3%	2	1%	-1%	-8%
> COc1ccc(N=Nc2ccc(N)nc2N)cc1
 : ?	?	-1%	-1%	0.6%	-3%	?	-2	9.2µM*	-8%	1%

Record cards, from the list above. Values in the order: p53 reactivator | BRCA1 expr act | Eya2 inh | uPA surface inh | B2AR arrestin | S-ASM inh | a7 integrin act | TRPV1 ag | ELG1 genotoxic | PTAP TSG101 blk | USP2a inh
CC(=O)c1cccc(NC(=O)COC(=O)[C@@H](NC(=O)OCc2ccccc2)C(C)C)c1 as listed: -8% | 2% | 5% | 1% | -0.3% | -1% | -7% | 11 | 3% | -5% | 4%
O=[N+]([O-])c1ccc(CN2CCSCC2)cc1 as listed: 1% | 0% | 6% | -5% | 0.1% | 2% | 4% | 0 | -3% | -3% | 8%
Cc1nc(SCC#N)c2c3c(sc2n1)CCC3 as listed: 0% | 6% | 1% | -3% | -0.4% | -1% | 0% | 16 | 12% | -1% | 0%

The list continues:
Each structure is followed by: p53 reactivator	BRCA1 expr act	Eya2 inh	uPA surface inh	B2AR arrestin	S-ASM inh	a7 integrin act	TRPV1 ag	ELG1 genotoxic	PTAP TSG101 blk	USP2a inh
> O=C(Oc1ccc(-c2ccccc2)cc1)N1CCOCC1
 : ?	48%	10%	-4%	-0.1%	0%	-18%	?	?	/	-1%
> CCOC(=O)C1=CN(Cc2cccc(Br)c2)S(=O)(=O)NC1C (configuration not stated)
 : 4%	-2%	-1%	0%	-1.0%	0%	27%	/	0%	-4%	0%
> CC(CNc1nc2ccccc2n2cnnc12)c1ccccc1 (configuration not stated)
 : -3%	-30%	-7%	-12%	-0.3%	-3%	8%	10	10%	-8%	3%
> O=C(NCCc1ccc(Cl)cc1)C1CCN(C(=O)c2sccc2-n2cccc2)CC1
 : -4%	-28%	-11%	-1%	0.5%	-2%	20%	0	-12%	-8%	4%
> Cc1cc(Oc2ccc(C(C)(C)C)cc2)nc(N2CCOCC2)n1
 : 9%	4%	-11%	7%	-0.2%	-5%	0%	20	0%	-1%	-1%
> Cc1ccc(C(=O)NCCCn2ccnc2)cc1C
 : /	-26%	/	11%	/	2%	24%	/	/	-1%	/
> CC(C)(C)NC(=O)NC(=O)COc1ccc(Br)cc1Br
 : ?	33%	-14%	-2%	-1.0%	-2%	7%	27	2.1µM*	-7%	-9%
> COCCCn1c(SCC(=O)NC2CCCC2)nnc1-c1ccco1
 : 0%	11%	-13%	/	0.4%	6%	-6%	-1	4%	-7%	0%
> Fc1ccc(NC(=S)NC2CCCCC2)c(F)c1F
 : ?	-22%	3%	-1%	-0.2%	/	-42%[inhibitor]	24	-2%	-2%	3%
> COc1ccc(COC(=O)CCc2cc(OC)c(OC)c(OC)c2)cc1F
 : /	0%	/	0%	/	0%	3%	/	/	-2%	/
> Cc1nc2cc(N3CCCCC3)c(NC(=O)c3ccncc3)cc2c(=O)n1Cc1ccccc1
 : -1%	-1%	-20%	5%	-1.0%	0%	-16%	-1	5%	-3%	3%
> [O-]C1=N/[N+](=C/c2ccc(Cl)cc2)CC1
 : -2%	0%	1%	0%	-0.2%	-4%	-17%	0	2%	-1%	2%
> Cc1cccc(C(=O)N/C(=C\c2ccc(C)o2)C(=O)O)c1
 : -2%	-5%	2%	-13%	-0.4%	7%	23%	3	-2%	-4%	2%
> COC(=O)c1ccc(C2NC(=O)c3ccccc3O2)cc1 (configuration not stated)
 : 1%	5%	8%	0%	0.3%	-4%	-28%	1	4%	-4%	1%
> COc1cc(NC(=O)CSc2nc(C)c(C)c(C)n2)c(C)cc1[N+](=O)[O-]
 : -1%	-5%	-6%	-5%	0.7%	3%	14%	-1	0%	0%	4%
> CCN1CCN(C(=O)/C=C/c2ccc(OC)c(OC)c2)CC1
 : /	-2%	2%	1%	-0.4%	2%	20%	-3	-2%	1%	-1%
> CC(=O)NC(c1ccc(C(C)C)cc1)c1c(O)ccc2ccccc12 (configuration not stated)
 : /	-74%	/	6%	/	2%	11%	/	/	-2%	/
> O=C(O)CCCCCNc1nc2ncn(Cc3ccccc3)c2c(=O)[nH]1
 : 3%	-9%	3%	9%	-0.1%	7%	-9%	1	0%	-6%	-1%
> CCc1cc2c(=O)c(Oc3ccccc3)c(C)oc2cc1O
 : 5%	13%	14%	5%	-0.5%	369%[activator]	1%	0	-9%	0%	1%
> CC(=O)c1ccc(N2CCN(C(=O)c3cc4c(-c5ccccc5F)nn(C)c4s3)CC2)cc1
 : -5%	-3%	-17%	-26%	0.0%	-15%	12%	2	-15%	-4%	-4%
> COc1ccc(C(=O)Nc2ccccc2C(=O)N/N=C/c2ccccn2)cc1OC
 : ?	-36%	-11%	-18%	2.3%	-1%	-23%	7	21µM*	-6%	-1%
> C=CCNC(=O)N1CCCC(C(=O)c2cccc(Cl)c2)C1 (configuration not stated)
 : -1%	0%	8%	4%	-0.7%	-2%	0%	11	0%	1%	-1%
> CCN(Cc1ccccc1)C(=O)c1oc2ccc(S(=O)(=O)N3CCOCC3)cc2c1C
 : -11%	-38%	4%	1%	-0.7%	-4%	-40%	26	-1%[9.26 µM]	-1%	-2%
> Cc1ccc(S(=O)(=O)NC(=O)c2ccccc2C)cc1
 : -11%	9%	10%	13%	-1.3%	2%	7%	-2	-2%	-2%	2%
> Cc1ccc(C2CC(C(F)(F)F)n3nc(C(=O)NCc4ccco4)cc3N2)cc1 (configuration not stated)
 : -2%	1%	25%	2%	0.3%	-1%	-16%	-3	4%	-2%	-1%
> CCCS(=O)(=O)N1CCCC(C(=O)NCCCN2CCCC2=O)C1 (configuration not stated)
 : -4%	-9%	3%	-1%	-0.1%	7%	23%	-6	-4%	-5%	7%
> COC(=O)Cc1ccc(NC(=S)NNC(=O)C2CC2)cc1
 : -1%	-1%	10%	-1%	-0.6%	6%	4%	1	-1%	1%	1%
> CCC(=O)NC(c1cc(Cl)c2ccccc2c1O)C(C)C (configuration not stated)
 : -3%	0%	-9%	-20%	2.9%	124%[activator]	/	8	-2%	-2%	0%
> O=C(NCCC(=O)N1CCCC(C(F)(F)F)C1)c1ccccc1Cl (configuration not stated)
 : -6%	-4%	2%	8%	0.3%	-4%	16%	7	-10%	-5%	2%
> Cn1c(=O)c2c(nc(N3CCCCC3)n2CCNC2=NCCC2)n(C)c1=O
 : -7%	-4%	-11%	-6%	0.2%	0%	-34%	1	0%	-4%	-1%

Screening results as filed in PubChem.

Compounds as they come. About 2.6% of those tested had a hit in this group.
